Bioassay records from PubChem.
Gal4-VP16 FLuc = VP16 counterscreen qHTS for inhibitors of ROR gamma transcriptional activity | Drosophila S2 Gal4-VP16 UAS-luciferase, luminescence, 20 h | 3.5% of 310,000 active | Potency, µM (series often up to 53.6 µM), for the others: at the top dose activity, negative = inhibition, usual class: inhibitors;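 also: Gal4-VP16 expression switched on by copper sulfate through the metallothionein promoter; potency is read from the fitted curve at half-maximal effect; % is scaled to controls: 0 for no effect and ±100 for the full control effect; nearly all actives have a fitted effect of over 50% in size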
uPA surface inh = qHTS for Inhibitors of Cell Surface uPA Generation | cell surface uPA generation assay, qHTS | Potency, µM (titrated, usually from 38.3 µM), without a hit: top-dose activity change, negative = inhibition, usual class: inhibitors | 0.31% of 330,000 active | AID 540303, 2011; active = well fitted inhibition curve with a large enough effect; inconclusive = small, poorly fitted or top-dose-only effect; inactive = no such curve, though single readings can be large or run the other way; tested in mouse RAW 264.7 cells; also: potency is read from the fitted curve at half-maximal effect; % is scaled to controls: 0 for no effect and ±100 for the full control effect; nearly all actives have a fitted effect of over 55% in size
Giardia killer = Small Molecules that selectively kill Giardia lamblia: qHTS; Giardia lamblia trophozoite viability; activity change, % at 7.66 µM, hits read low; 0.15% of 340,000 active; AID 540267, 2011; in the data active = activity change below about -80%; inconclusive = between about -30% and that limit;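 also: parasites exposed to compound for two days anaerobically before the ATP read; % is scaled to controls: 0 for no effect and ±100 for the full control effect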
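Trophozoites 100 cells/well + cpd; 48 hrs, 37 deg C, anaerobic. ATPLite 1-Step added, 15-30 min RT, luminescence read (ATP-based viability).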
Coupling enz = qHTS Assay for Inhibitors of Fructose-1,6-bisphosphate Aldolase from Giardia Lamblia: Coupling assay counterscreen | 0.67% of 290,000 active | coupling enzyme system counterscreen, AmpLite Red fluorescence | activity change, negative = inhibition, % at 58.2 µM, hits read low; in the data active = activity change below about -30%; also: % is scaled to controls: 0 for no effect and ±100 for the full control effect
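Activity here indicates interference with the coupling reaction, not aldolase inhibition. Compounds at 57.5 uM final met coupling enzymes for 10 min at RT; substrate and AmpLite Red detection followed, with a 525/598 nm fluorescence read after 20 min.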
FLuc counter = qHTS profiling assay for firefly luciferase inhibitor/activator using purifed enzyme and Km concentrations of substrates (counterscreen for miR-21 project); purified FLuc, Km substrates, luminescence inhibition; Potency, µM (top dose mostly 57.5 µM), inactives show at the highest dose activity change, negative = inhibition, most hits filed as inhibitors; 6.9% of 360,000 active; AID 588342, 2011;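 also: potency is read from the fitted curve at half-maximal effect; plate controls were vehicle for no effect and reference inhibitor for full effect; nearly all actives have a fitted effect of over 55% in size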
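Purified P. pyralis luciferase (10nM final) with 10uM D-luciferin and 10uM ATP (Km levels) in 50mM Tris acetate pH 7.5, 10mM Mg acetate, 0.01% Tween-20, 0.05% BSA; qHTS 6-point titration, ~60 µM downward; luminescence read.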
RORgamma inh = qHTS for inhibitors of ROR gamma transcriptional activity; Nuclear receptor ROR-gamma (Mus musculus), P51450; Drosophila S2 Gal4-RORgamma UAS-luciferase reporter, 20 h; Potency, µM (highest dose often 53.6 µM), inactives show top-dose activity change, negative = inhibition, most hits filed as inhibitors; 5.4% of 310,000 active; AID 2551, 2010; also: potency is read from the fitted curve at half-maximal effect; % is scaled to controls: 0 for no effect and ±100 for the full control effect; nearly all actives have a fitted effect of over 60% in size
Target sequence (P51450 whole entry, looked up, the tested form may be a part): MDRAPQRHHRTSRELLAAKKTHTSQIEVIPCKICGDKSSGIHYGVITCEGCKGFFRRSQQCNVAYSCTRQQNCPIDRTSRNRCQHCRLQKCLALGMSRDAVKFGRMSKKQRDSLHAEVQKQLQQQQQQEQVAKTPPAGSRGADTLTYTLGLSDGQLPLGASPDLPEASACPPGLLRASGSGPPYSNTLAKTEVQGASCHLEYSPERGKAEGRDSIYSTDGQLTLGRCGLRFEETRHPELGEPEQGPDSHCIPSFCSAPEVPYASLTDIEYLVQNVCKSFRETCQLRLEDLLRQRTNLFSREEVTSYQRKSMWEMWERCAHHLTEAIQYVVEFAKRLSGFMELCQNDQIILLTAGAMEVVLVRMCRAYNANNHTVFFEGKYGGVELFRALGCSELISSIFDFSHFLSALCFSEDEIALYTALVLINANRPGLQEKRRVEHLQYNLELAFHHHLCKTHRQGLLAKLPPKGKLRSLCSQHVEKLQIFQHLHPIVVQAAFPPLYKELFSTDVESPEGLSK
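Stably transfected Drosophila Schneider cells are the test system, with ROR gamma fused to Gal4 and luciferase under UAS control; luminescence is read after 20 hr of 700 uM copper sulfate induction at ambient temperature.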
Tb PFK block = qHTS Assay to Find Inhibitors of T. brucei phosphofructokinase; ATP-dependent 6-phosphofructokinase (Trypanosoma brucei brucei), O15648; T. brucei PFK, ADP-Glo luminescence; Potency, µM (series often up to 57.5 µM), for the others: at the top dose activity, negative = inhibition, actives largely listed as inhibitors; 0.17% of 330,000 active;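 also: potency is read from the fitted curve at half-maximal effect; 0% = uninhibited 1x PFK enzyme wells and -100% = no-enzyme wells; nearly all actives have a fitted effect of over 60% in size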
Target sequence (O15648 whole entry, looked up): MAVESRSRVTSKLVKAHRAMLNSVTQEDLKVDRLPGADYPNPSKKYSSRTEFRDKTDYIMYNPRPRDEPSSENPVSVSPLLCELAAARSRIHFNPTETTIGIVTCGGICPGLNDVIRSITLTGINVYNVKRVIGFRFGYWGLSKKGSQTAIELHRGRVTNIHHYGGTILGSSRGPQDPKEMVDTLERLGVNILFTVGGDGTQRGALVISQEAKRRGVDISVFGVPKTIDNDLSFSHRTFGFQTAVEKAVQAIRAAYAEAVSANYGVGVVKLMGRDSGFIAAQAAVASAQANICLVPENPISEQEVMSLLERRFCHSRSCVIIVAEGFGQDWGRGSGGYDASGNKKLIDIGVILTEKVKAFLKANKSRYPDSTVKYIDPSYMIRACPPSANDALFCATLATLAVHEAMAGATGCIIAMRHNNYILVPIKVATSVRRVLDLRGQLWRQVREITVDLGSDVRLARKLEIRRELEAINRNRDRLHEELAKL
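PFK 1.25 nM, F6P 0.5 mM, ATP 0.1 mM, 0.1 M TEA pH 8.0, 5 mM MgCl2, 0.01% Tween20, 0.1% BSA; 45 min RT. ADP-Glo readout. qHTS titration up to 57 uM; curves fitted, compounds curve-classed.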
KCNH2 3.1 block = qHTS for Inhibitors of KCHN2 3.1: Mutant qHTS. Potassium voltage-gated channel subfamily H member 2, brain isoform KCNH2 3.1 (human). U2OS KCNH2 3.1, thallium flux FluxOr; hits give low values. activity change, % (tested at about 1.8 µM). 0.95% of 340,000 active;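 active = maximum activity change below -70%; inconclusive = maximum activity change from -70% to -50%; inactive = maximum activity change above -50%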;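 also: thallium influx rate constant from kinetic fluorescence after stimulation buffer; % is scaled to controls: 0 for no effect and ±100 for the full control effect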
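Thallium flux read-out: FluxOr dye with Red40 quencher in HBSS/HEPES, 45 min at RT. Rate constants from kinetic reads were normalized to positive and negative DMSO controls. Cells: U2OS virally expressing the 3.1 isoform.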
Rab9 promoter act = qHTS Assay for Rab9 Promoter Activators | Huh7 Rab9 promoter-luciferase reporter, luminescence, 24 h | Potency, µM (doses to about 9.22 µM), inactives show at the highest dose activation, negative = inhibition, most hits filed as activators | 2.8% of 320,000 active | AID 485297, 2010; also: potency is read from the fitted curve at half-maximal effect; % of control where 0% means no effect; nearly all actives have a fitted effect of over 60% in size
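Luciferase signal after 10 min detection reagent at ambient indicates Rab9 promoter upregulation; stably transfected Huh7 cells were treated 24 h with compound in DMSO at 37 °C, 5% CO2.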
ELG1 genotoxic = qHTS screen for small molecules that induce genotoxicity in human embryonic kidney (HEK293T) cells expressing luciferase-tagged ELG1; Potency, µM (top dose mostly 46 µM), for inactives: at the highest dose activity change, positive = activation, actives largely listed as activators; HEK293T ELG1-luciferase reporter, luminescence, 16 h; 1.3% of 330,000 active; also: potency is read from the fitted curve at half-maximal effect; % of control where 0% means no effect; nearly all actives have a fitted effect of over 60% in size
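Luminescence read-out: rising ELG1-luciferase signal, reflecting elevated ELG1 protein under genetic stress, flags genotoxic compounds. Cells were treated for 16 hr at 37 °C before ONE-Glo detection.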
NPC1 promoter act = qHTS Assay for NPC1 Promoter Activators; Huh7 NPC1 promoter luciferase reporter, 24 h; Potency, µM (titrated, usually from 9.22 µM), without a hit: top-dose activation, hits mostly activators; 2.4% of 320,000 active;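 also: potency is read from the fitted curve at half-maximal effect; % of control where 0% means no effect; nearly all actives have a fitted effect of over 60% in size; reporter is driven by a mutant NPC1 promoter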
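Stable NPC1-promoter luciferase Huh7 line; cpd (DMSO) 24 h, 37 °C, 5% CO2; Amplite luciferase reagent 10 min RT; luminescence readout. qHTS format.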
Active calls of the source: *; ? = inconclusive; nt = not tested or not shown; & = joins results of further samples; [ ] = dose if it differs, or a comment. Unless noted, calls follow the shape of the dose curve; as a rule, active = well fitted curve in the direction sought with a large enough effect; inconclusive = small, poorly fitted or top-dose-only effect, or another doubt; inactive = no such curve, though single readings can be large; an effect the other way counts as inactive or inconclusive.

SMILES	Gal4-VP16 FLuc	uPA surface inh	Giardia killer	Coupling enz	FLuc counter	RORgamma inh	Tb PFK block	KCNH2 3.1 block	Rab9 promoter act	ELG1 genotoxic	NPC1 promoter act
CCc1ccc(C(=O)Nc2ccc3c(c2)n(C)c(=O)n3C)cc1	13%	-5%	-6	0	15µM*	-28%	-1%	-3	?	18µM*	-4%
COCCn1c(SCC(=O)NC2CCCC2)nnc1C(C)C	-5%	-17%	-3	3	1%	-12%	4%	-4	-2%	5%	2%
Cc1ccc(-c2nnc(SCC(=O)N3CCCC3)o2)cc1C	-11%	4%	-7	2	15µM*	8%	2%	-15	3.5µM*	?	?
COc1ccc([C@@H]2Sc3cc(OC)ccc3N(CCN(C(C)C)C(C)C)C(=O)[C@H]2OC(C)=O)cc1	-13%	nt	10	6	2%	41%	1%	-100*	-1%	-5%	-1%
CCOc1cccc(-c2nnc3sc(COc4ccc(OC)cc4)nn23)c1	-7%	0%	4	2	2%	-37%	2%	-1	-6%	-6%	0%
COc1ccc(CCC(=O)Nc2cccc(S(=O)(=O)N3CCCCCC3)c2)cc1	nt	-5%	21	nt	?	nt	0%	-1	-1%	-6%	-5%
CCCCN(C)C(=S)Nc1ccsc1C(=O)OC	?	-29%	-20	5	-1%	?	-5%	-155*	2%	0%	0%
Cc1ccc(-c2nc(SC(C)C(=O)N3CCOCC3)n[nH]2)cc1 (stereo unspecified)	-1%	-5%	5	nt	2%	12%	0%	1	5%	10%	-1%
Cc1c(CC(=O)NCCCC(=O)O)c(=O)oc2c(C)c3oc4c(c3cc12)CCCC4	-2%	-30%	6	6	?	-15%	-2%	-2	-6%	0%	3%
CCOC(=O)c1nc(C)sc1-c1ccnn1S(=O)(=O)c1cccc(Cl)c1	-6%	0%	17	-2	3%	?	0%	6	-2%	2%	-1%
CCOC(=O)C1=C(C)NC(SCC(=O)Nc2nc(C)cs2)=C(C#N)C1c1cccs1 (stereo unspecified)	-8%	nt	nt	-1	-6%	20%	-2%	nt	11%	-2%	4%
Cc1ccc(C)c(N2CC(C(=O)OCC(=O)Nc3cc(C)on3)CC2=O)c1 (stereo unspecified)	-1%	2%	-11	0	-1%	-8%	0%	17	0%	3%	-1%
O=C(CC1SC(=NCc2ccccc2)NC1=O)Nc1ccccc1 (stereo unspecified)	-4%	4%	1	4	-19%	?	-6%	13	-2%	0%	0%
CCC(C)C(NC(=O)c1ccc(Cl)cc1)C(=O)O (stereo unspecified)	-5%	1%	-10	4	3%[2.3 µM]	-7%	-5%	7	2%	0%	2%
COC(=O)c1c(NS(=O)(=O)c2cccs2)sc2c1CCCC2	-2%	1%	-2	10	-1%	1%	-1%	2	4%	-6%	1%
CCOC(=O)c1ccc(NC(=O)CSc2ccc(-c3ccccn3)nn2)cc1	-1%	-8%	1	nt	11µM*	-10%	1%	-10	-2%	?	-2%
CCOc1ccc(NS(=O)(=O)c2ccc(NC(=O)C3CCCO3)cc2)cc1 (stereo unspecified)	7%	-1%	2	0	0%	17%	1%	-2	-7%	-2%	-3%
CCOC(=O)c1nn(-c2sc(C(=O)OC)c(C)c2C(=O)OC)cc1O	-15%	7%	12	-4	-2%	-6%	-4%	2	-2%	5%	0%
O=C(CCCCn1c(=O)c2ccccc2n(Cc2ccc(F)cc2)c1=O)NCc1ccco1	5%	-12%	8	3	0%	27%	15%	-4	-3%	-2%	-10%
O=c1[nH]c(CSc2nnc3ccccn23)nc2cc(C(F)(F)F)ccc12	2%	nt	nt	4	2%	15%	9%	nt	-1%	0%	-6%
CC(C)(C)c1nc(CN2CCOCC2)cc(CN2CCOCC2)c1O	3%	0%	7	-2	1%	-9%	3%	-7	-3%	3%	-1%
Cc1nnc(SCc2nc3ccccc3s2)n1-c1ccccc1	-6%	-6%	-24	-1	15µM*	8%	2%	11	22%	?	19%
Cc1cc(C)c(NC(=O)CSc2ccc(-c3ccccn3)nn2)c(C)c1	0%	-2%	0	nt	0%&-1%	-12%	-17%	-12	5%	0%	1%
CCN(CC)S(=O)(=O)c1ccc(N=NC2=C(O)CC(C)(C)CC2=O)cc1	-4%	-10%	-20	2	-3%	?	1%	-4	-4%	1%	-1%
CCOc1ccc(CCNC(=O)CCOc2cc(C)ccc2C)cc1OCC	5%	0%	-8	6	0%	17%	3%	13	3%	-21%	0%
(next part)
SMILES	Gal4-VP16 FLuc	uPA surface inh	Giardia killer	Coupling enz	FLuc counter	RORgamma inh	Tb PFK block	KCNH2 3.1 block	Rab9 promoter act	ELG1 genotoxic	NPC1 promoter act
COc1cccc(-c2nc3ccc(O)cc3c(=O)o2)c1	-17%	0%	-9	-4	4.8µM*	-11%	1%	-5	2%	1%	-3%
C#CC[N+](CC)(CC)CC#Cc1ccccc1	11%	2%	-6	2	1%	6%	-3%	-12	-4%	4%	-2%
O=C(Nc1ccccc1)OC1CCC2CC1CCC2OC(=O)Nc1ccccc1 (stereo unspecified)	?	-1%	0	-7	-1%	?	1%	-28	-9%	-7%	-13%
CCCn1c(N)c(C(=O)CN(C)CC(=O)Nc2ccc(C)cc2)c(=O)[nH]c1=O	nt	3%	9	nt	-2%	nt	4%	-28	-10%	-1%	-1%
Cc1cc(Cl)ccc1OCC(=O)NCC(=O)N/N=C/c1ccco1	7%	5%	2	-1	-4%	-18%	-1%	-22	9%	8%	-4%
O=C(Nc1c(-c2ccccc2)nc2ccccn12)c1cccc(F)c1	18%	-4%	8	3	-20%	-2%	1%	5	-2%	3%	-2%
CC(=O)c1sc(NC(=O)c2ccc(Br)o2)nc1C	-24%	?	-4	nt	19µM*	-17%	-1%	-3	27%[1.84 µM]	16µM*	?
Cc1nc2sc(C(N)=O)c(N)c2c(C)c1CC(=O)c1ccccc1	0%	0%	-26	9	17µM*	-1%	-21%	1	2.8µM*	-6%	3.5µM*
O=C(CCCN1C(=O)c2cccc3cccc(c23)C1=O)N1CCN(Cc2ccc3c(c2)OCO3)CC1	-17%	-2%	-1	2	-8%	0%	14%[0.46 µM]	-9	-14%	-15%	6%
C=CCN1C(=O)N(c2ccc(Cl)cc2)C(=O)C1CC(=O)Nc1ccc(F)cc1 (stereo unspecified)	-8%	0%	6	1	0%	13%	5%	9	-6%	0%	-1%
COc1ccc(/C=C/C(=O)O/N=C(\N)c2ccccn2)cc1OC	nt	4%	-6	nt	nt	nt	3%	0	nt	?	nt
CCc1ccc(CN(C)C(=O)C2CCC(=O)N(CC3CCCCC3)C2)cc1 (stereo unspecified)	-7%	-3%	8	-1	5%	3%	0%	7	9%	-4%	2%
Oc1ccc2ccccc2c1CN1CCCC1	8%	-9%	-15	-8	1%	-13%	-1%	-5	-5%	-4%	-3%
CN(O)C(=O)Nc1ccc([N+](=O)[O-])cc1	3%[10 µM]	-23%	2	0	1%	-4%	1%	9	-2%	-3%	-10%
CC1CCCCN1CCNC(=O)C1CCN(S(=O)(=O)c2cccc3nsnc23)CC1 (stereo unspecified)	0%	-3%	-26	nt	3%	-19%	2%	-10	-2%	0%	-2%
COc1cc2c(cc1OC)C(CSc1ccccc1C(=O)O)=NC(C)(C)C2	-9%	-4%	-16	-1	-17%	-25%	10%	6	-5%	13%	1%
CC(=O)c1ccc(S(=O)(=O)N2CCc3ccccc3C2)cc1	-8%	1%	-5	4	0%	-37%[1.91 µM]	3%	-4	3%	-2%	-2%
Cn1c(SCc2cccc(C#N)c2)nc2ccccc2c1=O	?	-4%	-7	-1	-2%	?	-1%	-7	-4%	-7%	-10%
O=C(Cn1ccc(NC(=O)OCc2ccccc2)nc1=O)NCCc1c[nH]c2ccccc12	nt	2%	-9	nt	-4%	nt	-9%	-17	-1%	0%	0%
CCN1CCN(C(=O)c2ccc3c(c2)N(Cc2ccc(C)cc2)CCS3)CC1	-9%	11%	37[activator]	2	0%	-3%	-4%	-45	-7%	-8%	2%
ClCc1csc(N/N=C/c2cccs2)n1	-20%	nt	nt	3	15µM*	-42%	-5%	nt	21%	1%	4%
Cc1ccc(C)c(OC(=O)C2CSC3(C)CCC(=O)N23)c1C (stereo unspecified)	nt	-6%	9	nt	-4%	nt	-8%	13	-6%	-8%	-2%
